Screening results from PubChem BioAssay.
STK33 kinase inh – inhibitors of purified STK33 kinase, primary screen, biochemical, ADP-Glo luminescence, homogeneous, cell-free; AID 2661, 2010; Serine/threonine-protein kinase 33 (Homo sapiens), Q9BYT3; inhibition, % at 10 µM; 320,000 compounds, 0.073% hits; MBP phosphorylation;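 active means inhibition at or above 25%, using the most active replicate where run in duplicate; inactive means inhibition below 25%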
CHT block – inhibitors of human choline transporter CHT; High affinity choline transporter 1 (Homo sapiens), Q9GZV3; 310,000 compounds, 0.86% hits; CHT-expressing cells, membrane potential dye, choline response; hits give low values; B-score at 10 µM; AID 488975, 2010;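 active means B-score over 3 SD under the library average, and starting fluorescence ratio not unusually high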;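 further: choline stimulus applied at its EC90 after an EC20 pre-addition; B-score computed on integrated fluorescence ratio after choline addition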
Target sequence (Q9GZV3 whole entry, looked up): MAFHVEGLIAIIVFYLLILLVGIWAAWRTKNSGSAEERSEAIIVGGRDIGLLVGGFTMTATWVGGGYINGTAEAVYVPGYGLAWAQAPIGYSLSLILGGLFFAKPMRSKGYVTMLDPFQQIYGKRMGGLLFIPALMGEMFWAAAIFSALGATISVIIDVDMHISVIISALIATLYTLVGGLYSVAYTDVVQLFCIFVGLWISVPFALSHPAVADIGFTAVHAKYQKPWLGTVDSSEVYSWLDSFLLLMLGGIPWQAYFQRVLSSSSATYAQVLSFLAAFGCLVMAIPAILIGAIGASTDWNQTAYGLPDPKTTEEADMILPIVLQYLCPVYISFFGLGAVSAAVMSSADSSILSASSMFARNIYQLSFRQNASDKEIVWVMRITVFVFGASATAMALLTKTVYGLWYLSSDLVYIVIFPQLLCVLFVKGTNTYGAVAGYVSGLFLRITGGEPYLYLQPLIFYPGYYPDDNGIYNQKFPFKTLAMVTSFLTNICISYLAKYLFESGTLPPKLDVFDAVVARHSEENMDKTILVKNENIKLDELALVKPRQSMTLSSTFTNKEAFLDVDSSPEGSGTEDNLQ
CHT allo act – CHT positive allosteric modulators, primary screen, cell-based, membrane potential dye, choline EC20 | High affinity choline transporter 1 (Homo sapiens), Q9GZV3 | CHT-expressing cells; hits give high values; LV-AA mutant CHT in HEK293 cells | B-score at 10 µM | 310,000 compounds, 0.49% hits;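 active means initial fluorescence not abnormally high and integrated response B-score, plate-corrected, over 3 SD above library mean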
An asterisk follows results filed as active; i = inactive; x = not tested or not shown.

Molecule	STK33 kinase inh	CHT block	CHT allo act
Cn1nc(-c2ccc(C(=O)O)cc2)c2ccccc2c1=O	1.3	i	i
CC(=O)c1c(COC(=O)c2ccncc2)nc2ccccc2[n+]1[O-]	0.3	i	i
CC(CCc1ccccc1)NC(=O)c1ccccc1 (stereo not drawn)	-1.0	i	i
COc1cc(C2NC(=O)NC(C)=C2C(=O)OC2CCCC(C)C2)cc(Br)c1O (stereo not drawn)	-3.2	i	i
C/C(CC(=O)Nc1ccc2c(c1)OCCO2)=N\NC(=O)c1ccccc1F	-1.3	i	i
Cc1ccc(-c2csc(N(CCO)CCCn3c(C(F)(F)F)nc4cc(C(F)(F)F)ccc43)n2)cc1	-1.0	i	i
Cc1sc2ncnc(OCC(=O)NC(C)C)c2c1C	-0.4	i	i
COc1ccc(CC(=O)N/N=C(\C)CC(=O)Nc2cccc(F)c2)cc1	-0.8	i	i

One compound at a time (already shown):
COc1ccc(CC(=O)N/N=C(\C)CC(=O)Nc2cccc(F)c2)cc1 as listed: STK33 kinase inh: -0.8; CHT block: i; CHT allo act: i
CC(CCc1ccccc1)NC(=O)c1ccccc1 (stereo not drawn) as listed: STK33 kinase inh: -1.0; CHT block: i; CHT allo act: i

Rewritten with two lines to a compound: part of the list above.
Below each compound: STK33 kinase inh | CHT block | CHT allo act
- CC(=O)c1c(COC(=O)c2ccncc2)nc2ccccc2[n+]1[O-]
  0.3 | i | i
- CC(CCc1ccccc1)NC(=O)c1ccccc1 (stereo not drawn)
  -1.0 | i | i
- COc1cc(C2NC(=O)NC(C)=C2C(=O)OC2CCCC(C)C2)cc(Br)c1O (stereo not drawn)
  -3.2 | i | i

(cont.)
Molecule	STK33 kinase inh	CHT block	CHT allo act
CCCCCN(C(=O)CCC(=O)OCc1ccc(C(C)C)cc1)c1c(N)n(CCCC)c(=O)[nH]c1=O	-0.4	i	i
O=C(NCC1CCCN(C(=O)NCc2ccccc2)C1)c1ccc2c(c1)OCO2 (stereo not drawn)	-0.6	i	i
Cc1c(Cl)cccc1NC(=O)CNC(=O)c1ccco1	-0.3	i	i
COc1ccc(C(=O)Oc2cc3c4c(c2)C(C)=CC(C)(C)N4C(=O)C3=O)cc1OC	0.6	i	i
CCOC(=O)[C@H]1[C@H]2COc3ccc(C)cc3[C@@H]2N2C(=O)c3cc(OC)c(OC)cc3NC(=O)[C@@]12C	-0.4	i	i
COCC(=O)N1CCC(Oc2ccc(C(=O)NCCc3ncccc3C)cc2)CC1	-0.8	i	i
Cc1ccc(NC(=O)N(CCC#N)Cc2ccccc2)cc1	0.1	i	i
COc1ccc(-c2c(NC(=O)c3ccco3)oc3ccc(Cl)cc3c2=O)cc1	-0.3	i	i
Fc1ccc(Cn2cc(C(=S)N3CCOCC3)c3ccccc32)cc1	-0.4	i	i
O=c1[nH]c(NCCCO)nc2c1C1(CCCC1)Cc1ccccc1-2	2.1	i	i
CN(C)C(=O)COC(=O)c1cccc(S(=O)(=O)Nc2ccc(OCc3ccccc3)cc2)c1	-0.5	i	i
Cc1cccc(N2C(=O)N3[C@H](c4ccc(F)cc4)[C@@H]4C(=O)N(C5CCCCC5)C(=O)[C@@H]4[C@]3(Cc3ccc(Cl)cc3)C2=O)c1	0.4	i	i
O=C(C1CCCCC1)N1CCN(S(=O)(=O)c2ccc(Cl)cc2)CC1	-0.6	i	i
O=C(O)c1ccccc1NC(=O)c1cc(-c2ccccc2)nc2ccccc12	-6.1	i	i
Cc1nn(C)cc1CNC(=O)C1CCC(=O)N(CC2CCCCC2)C1 (stereo not drawn)	0.0	i	i
NC(=O)C1CCN(C(=O)OCc2ccccc2)CC1	-1.0	i	i
COc1ccc(C(=O)NCc2nnc(SCC(=O)NC3CCCC3)o2)cc1	0.1	i	i
CC1CN(C(=O)c2cc3ccccc3cc2O)CC(C)O1 (stereo not drawn)	-2.9	i	i
CCOc1ccc(-c2cnc3ccccc3n2)cc1	1.0	i	i
O=C(NC1CCSc2ccccc21)c1cccc(Cl)c1 (stereo not drawn)	0.1	i	i
COC(=O)C1=C(N)OC2=C(C(=O)CC(C)(C)C2)C1c1cccnc1 (stereo not drawn)	0.3	i	i
Cc1ccc(NC(=O)c2c(NC(=O)CCC(=O)O)sc3c2CCCCC3)cc1	1.1	i	i
CCNC(=S)Nc1cccc(S(=O)(=O)Nc2ccccc2OC)c1	0.2	i	i
COc1cc(/C=C/C(=O)OCC(=O)NC(=O)NC(C)C)cc(OC)c1OC	-0.5	i	i
O=C(N/N=C/c1ccc(Br)s1)c1ccco1	-1.7	i	i
COc1ccc(C2CC(c3ccccc3)=NN2C(=O)COC(=O)c2cnc(Cl)c(Cl)c2)cc1 (stereo not drawn)	-1.1	i	i
CN1C(=O)C(O)(CC(=O)c2ccncc2)c2ccccc21 (stereo not drawn)	-2.0	i	i
COc1ccc(-c2nc(CN3CCC(C(=O)N4CCc5ccccc54)CC3)c(C)o2)cc1OC	0.1	i	i
Cc1cc(NC(=O)CSc2nc(=O)n(CCCN(C)C)c3c2CCCC3)no1	-2.2	i	i
CCCCn1c(-c2ccc(C(C)(C)C)cc2)nc2cc3[nH]c(=O)c(C(C)C)nc3cc21	-0.7	i	i
Cc1ccc(-n2ncc3c(SCC(=O)Nc4cc(C)on4)ncnc32)c(C)c1	1.2	i	i
Cc1ccc(NS(=O)(=O)c2cccc(C(=O)n3ncc(C#N)c3N)c2)c(C)c1	0.7	i	i
O=C(c1ccc([N+](=O)[O-])cc1)N1CCN(C2=NS(=O)(=O)c3ccccc32)CC1	0.3	i	i
COc1ccc(/C=C/c2c(-c3ccc(OC)cc3)oc3cccnc23)cc1	-1.3	i	i
O=C(CCCCCNC(=O)c1ccccc1)N/N=C/c1ccccc1	1.3	i	i
c1coc(CN(Cc2cccs2)Cc2nnnn2C2CCCCC2)c1	0.3	i	i
Cn1cnnc1SCC(=O)Nc1ccc(N2CCOCC2)cc1	-0.9	i	i
Cc1cc(-c2nnc(CCC(=O)N(C)C(C)c3cccs3)o2)no1 (stereo not drawn)	0.0	i	i
Clc1ccc(-n2nnnc2-c2ccccc2)cc1Cl	-2.1	i	i
O=C(Nc1ccc2c(c1)OCO2)c1cccc(Cl)c1	1.7	i	i
Cc1c(C(=O)c2ccc([N+](=O)[O-])cc2)c(=O)n(C)c(=O)n1C	-0.1	i	i
Cc1nc2ccccn2c1C(=O)Nc1ccc(Cl)cc1	1.0	i	i
O=C(Nc1ccccc1)c1ccn[nH]1	1.8	i	i
COc1cnc(SC(C)C)[nH]c1=O	0.4	i	i
CC(C)C(=O)NNC(=O)c1ccccn1	1.3	i	i
Cc1cccc(C(=O)NC(C(=O)Nc2ccccc2N2CCOCC2)C(C)C)c1 (stereo not drawn)	0.4	i	i
N#C/C(=C\C=C\c1ccccc1[N+](=O)[O-])C(=O)NC1CCCCC1	-0.8	i	i
CCC(c1ccccc1)c1nc(-c2cccnc2)no1 (stereo not drawn)	-0.6	i	i
CCN(CC)c1ccc2c(O)cc(=O)oc2c1	-1.4	i	i
COc1ccc(OCC(=O)Nc2ccc(N3CCN(C(=O)c4ccco4)CC3)cc2)cc1	-0.2	i	i
CCN(CC)S(=O)(=O)c1ccc2c(c1)N(CC(=O)NCCCN1CC(C)CC(C)C1)C(=O)CO2 (stereo not drawn)	x	i	i
Nc1nc(SCc2nc3scc(-c4cccs4)c3c(=O)[nH]2)n[nH]1	0.7	i	i
CCN1CCCC1CNC(=O)C(=O)NCCc1ccc(OC)c(OC)c1 (stereo not drawn)	-2.9	i	i
CNC(=O)c1ccc(NC(=O)Nc2ccccc2)cc1	-0.4	i	i
COc1ccccc1NC(=O)c1csc2c1CCCC2	-1.3	i	i
COc1ccccc1NS(=O)(=O)c1ccc2oc(SCC(C)=O)nc2c1	0.3	i	i

Next compounds follow.
Molecule	STK33 kinase inh	CHT block	CHT allo act
CCN(CC)c1ccc(C(=O)N/N=C(\C)c2cccc(OC)c2)cc1	-6.0	i	i
Cc1ccc(N(C(=O)CCl)C(C(=O)NC2CCCCC2)c2cccnc2)cc1C (stereo not drawn)	1.1	i	i
CCOc1ncccc1C(=O)OCC(=O)N1CCN(S(=O)(=O)c2ccc(Cl)cc2)CC1	-0.8	i	i
COc1ccc(OC)c(Nc2nc(NCCC(C)C)nc(N)c2[N+](=O)[O-])c1	-1.6	i	i
Cc1ccc(N(Cc2cc3cc(C)ccc3[nH]c2=O)S(=O)(=O)c2ccccc2)cc1	0.6	i	i
Brc1ccc(N=C/C=C/C=C/Nc2ccc(Br)cc2)cc1	1.0	i	i
COc1ccc2c(c1)N(C)C(=O)CC(c1ccccc1)=N2	0.4	i	i
Cc1cccc(N(C(=O)CNC(=O)c2cccs2)C(C(=O)NC2CCCC2)c2ccncc2)c1 (stereo not drawn)	-1.1	i	i
CC(NC(=O)C1CCN(S(=O)(=O)N2CCCCCC2)CC1)c1ccccc1 (stereo not drawn)	-1.0	i	i
CCCOc1cccc(C2/C(=C(/O)c3ccc4c(c3)CC(C)O4)C(=O)C(=O)N2CCN2CCOCC2)c1 (stereo not drawn)	0.0	i	i
Cc1ccc(-c2nnc(SCC(=O)N/N=C/c3ccccc3C(=O)O)n2-c2ccccc2)cc1	-0.4	i	i
CS(=O)(=O)N1CCN(C(=O)c2ccc3c(c2)OCCO3)CC1	-9.1	i	i
CN(C)CCCNC(=O)c1ccccc1Oc1ccccc1	0.4	i	i
NC1=NC(=O)/C(=C/c2ccc(-c3ccc(S(N)(=O)=O)cc3)o2)S1	0.1	i	i
CCOc1cc(/C=C(\C#N)C(=O)NCc2cccnc2)ccc1O	-0.2	i	i
CCc1ccc(C(=O)/C=C/Nc2ccc(S(=O)(=O)Nc3onc(C)c3C)cc2)cc1	0.8	i	i
Cc1ccc(NC(=O)C2COc3ccccc3O2)cc1 (stereo not drawn)	-1.2	i	i
COCC(C)NC(C(=O)Nc1ccc(Cl)c([N+](=O)[O-])c1)c1ccccc1 (stereo not drawn)	-0.7	i	i
Cc1ccc(CN2CCC(c3cc(-c4cccs4)n[nH]3)CC2)cc1	0.7	i	i
Cn1ncc(Cl)c1C(=O)N/N=C/c1ccccn1	-0.2	i	i
CCOc1ccc2nc(N(CCCN(C)C)C(=O)c3ccc(C(=O)c4ccccc4)cc3)sc2c1	-2.1	i	i
COc1cccc(C2(c3cccc(OC)c3)CC2C(=O)Nc2cccc3ccccc23)c1 (stereo not drawn)	-1.0	i	i
COc1ccc(C)cc1S(=O)(=O)Nc1cc2c3c(c1)CCN3C(=O)CC2	-1.0	i	i
c1cnc2ccc(C(c3nnnn3C3CCCC3)N3CCN4CCCC4C3)cc2c1 (stereo not drawn)	0.0	i	i
CCn1nnnc1NC(=O)c1ccc2ccccc2c1	-1.7	i	i
CCn1c(COc2ccccc2C)nnc1SCC(=O)O	-0.7	i	i
CC(=O)Nc1ccc(OCC(O)CN2CCN(c3cccc(Cl)c3)CC2)cc1 (stereo not drawn)	0.4	i	i
O=C(c1ccc(COc2ccccc2Br)cc1)N1CCCCCC1	-0.1	i	i
Cc1ccc(Oc2cnc3ccccc3n2)cc1	-0.6	i	i
O=C(CCN1C(=O)/C(=C\c2ccccc2)SC1=S)NCCCN1CCOCC1	0.1	i	i
CCOc1ccc(CCNC(=O)C2CC=CCC2C(=O)OC(C)C)cc1OCC (stereo not drawn)	0.0	i	i
N/C(Cc1ccc(Cl)c(Cl)c1)=N\OC(=O)c1cccs1	-0.3	i	i
Cc1scc(C(=O)N/N=C/c2ccc(Cl)s2)c1C	-1.4	i	i
c1ccc(Cc2nnc3sc(-c4cccnc4)nn23)cc1	2.0	i	i
O=S(=O)(Cc1cc(-c2ccccc2Cl)no1)c1ccccc1	-0.9	i	i
Cc1ccc(NC(=O)CNc2ccc(OC(C)C)cc2)c(C)c1	0.3	i	i
O=C(CCNS(=O)(=O)c1ccccc1)N1CCCCCC1	-0.7	i	i
O=C(CSc1cccc2cccc(Cl)c12)OCC(=O)N1CCN(C(=O)c2ccco2)CC1	0.8	i	i
Cc1nc(N2CCN(S(=O)(=O)c3ccccc3)CC2)c2cc(-c3ccccc3)sc2n1	0.1	i	i
COc1cc(CN2CCC(C(=O)N3CCN(c4ccccc4F)CC3)CC2)cc(OC)c1O	0.8	i	i
CCCc1cc(=O)oc2c3c(cc(OCC(=O)NCCCn4ccnc4)c12)OC(C)(C)CC3	0.8	i	i
CC(C)(C)C(=O)Nc1c(Cl)cccc1OC(F)(F)F	-1.6	i	i
C/C(=N\NC(=S)NCCc1ccccc1)c1ccc(O)cc1O	5.8	i	i
